# Siah-1 displacement: Siah-1 peptide-binding antagonists, primary screen, biochemical, fluorescence polarization, rhodamine-plectin, uHTS (AID 1817). Siah-1 / rhodamine-plectin peptide fluorescence polarization; higher % means a stronger effect. displacement, % at 20 µM, or IC50 in µM where a hit was titrated. hit rate 0.02% among 290,000;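 active means displacement of at least 50% at 20 µM, with a fluorescence ratio check between 0.3 and a set limit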;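 further: plate controls were Siah plus tracer with DMSO for no effect and tracer alone without Siah for full effect; strong numbers were not always called active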
# LYP inhibition: PTPN22 lymphoid phosphatase activity blockers – biochemical, fluorescence intensity, uHTS (AID 1779); recombinant LYP phosphatase, fluorescence intensity; higher % means a stronger effect; inhibition, % at 11.5 µM; hits with a dose series show IC50 in µM; hit rate 0.054% among 290,000;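 further: plate controls were vehicle with enzyme for no effect and no enzyme for full effect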
# XIAP displacement: small molecules displacing peptide from XIAP – biochemical, IAP family, fluorescence polarization (AID 1018); XIAP BIR domain, fluorescence polarization peptide displacement; higher % means a stronger effect; one-dose displacement, % at 20 µM; IC50 in µM for titrated hits; hit rate 0.007% among 200,000; in the data active means displacement above about 50%; further: a part of the inactive calls stands beside numbers as strong as those of hits
# Dynein transport: blocks dynein driven cargo transport along microtubules; AID 1381; 3617.4 mouse cells, GR-EGFP nuclear translocation imaging; test concentration mostly 20 µM; stimulated with dexamethasone, 1 µM; hits give low values; z-score, hits read low; hit rate 0.47% among 220,000;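 active means plate z-score of nuclear minus cytoplasmic receptor signal below a set negative limit, without overly bright fluorescence or cell loss, cut at about -3.5 in these data, passing the limit was not always enough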;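 further: z-score of nuclear minus cytoplasmic ring GR-EGFP intensity difference per well; some compounds called inactive have numbers as strong as hits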
#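 Buffer or medium – tet-free medium with charcoal-stripped serum · Signal – automated 10x imaging of fixed Hoechst-stained cells · Also added – dexamethasone agonist, 1.0 µM final, for 30 min · Incubation – induction 48 h, compound 1 h, agonist 30 min · Read-out – GR-EGFP nuclear translocation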
# PMI inhibitors: inhibitors of human PMI, primary screen, biochemical, fluorescence intensity, coupled assay (AID 1209); purified PMI enzyme, coupled fluorescence intensity; higher % means a stronger effect; hit rate 0.42% among 190,000; one-dose inhibition, % at 20 µM; IC50 in µM for titrated hits;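 further: plate controls were DMSO vehicle for no effect and wells lacking substrate for full effect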
# PMI inhibition: human PMI inhibitors, high substrate, primary screen, biochemical, fluorescence intensity, high mannose 6-phosphate (AID 1220); recombinant PMI enzyme, coupled fluorescence intensity; higher % means a stronger effect; inhibition, % at 20 µM, or IC50 in µM where a hit was titrated; hit rate 0.66% among 190,000
# P. falciparum M1AAP: malaria alanyl aminopeptidase activity blockers – biochemical, fluorogenic H-Leu-NHMec substrate, 1536-well (AID 1445) | hit rate 0.42% among 220,000 | inhibition, % at 30 µM, or IC50 in µM where a hit was titrated | recombinant M1AAP, H-Leu-NHMec fluorogenic kinetic assay; higher % means a stronger effect;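 active means primary inhibition above the hit cutoff, then over 50% inhibition at one or more dose response concentrations, cut at about 23% in these data, passing the limit was not always enough; inconclusive means conflicting primary data, or primary hits not chosen for dose response; inactive means low primary inhibition, or under 50% at every dose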;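 further: plate controls were DMSO full reaction for no effect and no enzyme background for full effect; strong numbers were not always called active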
# P. falciparum M17LAP: P. falciparum M17LAP inhibitors, primary screen, biochemical, fluorogenic H-Leu-NHMec substrate, 1536-well (AID 1619). hit rate 0.38% among 220,000. recombinant M17LAP, H-Leu-NHMec fluorogenic kinetic assay; higher % means a stronger effect. one-dose inhibition, % at 30 µM; IC50 in µM for titrated hits;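 active means compound inhibiting the enzyme by more than half at any dose during confirmatory dose-response retesting; inconclusive means strong single-dose inhibitors picked by rank but not retested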;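 further: plate controls were full reaction with DMSO carrier for no effect and no enzyme background for full effect; strong numbers were not always called active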
# AID2073: disruptors of CaV2.2 binding to Mint1 – biochemical, HTRF (AID 2073); HTRF protein-protein interaction, Mint1-CaV2.2; higher % means a stronger effect; inhibition, % at 20 µM, or IC50 in µM where a hit was titrated; hit rate 0.19% among 290,000; in the data active means inhibition mostly above about 51%, no sharp cut-off; inconclusive means no clear call, values can overlap the other calls; inactive means mostly below about 53%; further: some results filed as inactive read as strong as hits
# Dynein transport cytoplasmic EGFP: further read-out of Dynein transport, marked with its call; z-score; measured here: cytoplasmic GR-EGFP intensity; hits give high values
# Dynein transport nuclear GR-EGFP: second read-out of Dynein transport, no call of its own (marks repeat the call); z-score; measured here: nuclear GR-EGFP intensity;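 lower value marks the stronger effect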
# Dynein transport cell count: recorded beside Dynein transport, whose call it bears; z-score; measured here: cell count per field
# Starred values were filed as active, the others as inactive; ? = inconclusive; / = not tested or not shown. Unless noted, no stated cut-off is given here; in the data, active means inhibition above about 50%; inactive means the rest.
SMILES,Siah-1 displacement,LYP inhibition,XIAP displacement,Dynein transport,Dynein transport cytoplasmic EGFP,Dynein transport nuclear GR-EGFP,Dynein transport cell count,PMI inhibitors,PMI inhibition,P. falciparum M1AAP,P. falciparum M17LAP,AID2073
CC(C)(Oc1ccc(Cl)cc1)C(=O)NC1CCSC1=O (stereo unspecified),-7%,-3%,-6.3%,-0.2,-0.22,-0.23,0.57,-8%,-4%,5%,2%,-1%
COC(CNC(=O)c1cc(C(=O)c2c(-c3c(Cl)cccc3Cl)noc2C)c[nH]1)OC,-5%,-6%,-2.7%,-0.6,-0.013,-0.5,0.14,5%,5%,2%,7%,13%
CC1=C(C)CC(C(=O)NNC(=O)c2ccccc2O)C(C(=O)O)C1 (stereo unspecified),-2%,0%,-8.5%,0.1,-0.23,0.45,0.77,-16%,-18%,1%,30%,10%
C/[N+]([O-])=C\C1C(=O)CCCC1=O,-2%,-9%,-1.0%,-0.43,-0.32,0.27,0.27,4%,6%,0%,-3%,8%
CCOc1ccc(/C=N/NC(=O)CSc2ccccn2)cc1O,2%,-4%,/,0.65,-0.29,0.32,-0.17,/,/,11%,17%,-9%
COc1ccc(CSc2nnc(C)n2N)cc1,3%,-6%,-0.8%,-1,-0.22,-0.43,2.3,0%,-1%,-1%,-7%,19%
CCC(C)NS(=O)(=O)c1ccc(OCC(=O)NCc2ccccn2)cc1 (stereo unspecified),2%,-8%,-5.3%,2.5,0.091,2.1,-2.8,9%,10%,-5%,-11%,-7%
COc1ccc(NC(=O)C2CCCN(c3nc(C)cc(C)n3)C2)cc1 (stereo unspecified),1%,-3%,-4.5%,-0.51,-0.14,-0.086,0.089,16%,14%,-2%,-6%,5%
CCCCCCn1c(N2CCN(c3ccccc3)CC2)nc2c1c(=O)[nH]c(=O)n2C,7%,2%,-7.6%,0.57,-0.17,0.76,0.069,22%,14%,2%,7%,6%
CN(C1CCS(=O)(=O)C1)S(=O)(=O)c1ccccc1[N+](=O)[O-] (stereo unspecified),5%,-10%,-4.7%,-0.65,-0.3,-0.46,0.58,1%,-9%,4%,7%,5%
Cc1ccc(-n2nc(C)c(/C=N/n3c(C)n[nH]c3=S)c2Cl)cc1,0%,-8%,-4.3%,0.2,-0.24,0.067,-0.21,-7%,-4%,-2%,-2%,-16%
COc1cc2c(cc1OC)CN(C(=O)CCN1C(=O)C3CCCCC3C1=O)CC2 (stereo unspecified),4%,0%,-5.4%,0.22,-0.36,0.32,-0.17,-13%,-13%,13%,4%,10%
COc1ccc(C[C@H]2CN3C(=NC[C@@H]3Cc3ccccc3)N2CCNC(=O)c2ccc(C)c(Br)c2)cc1,-2%,-3%,-2.4%,-4.4,1.7,-2.3,-4.1,18%,15%,-4%,-9%,8%
CCCN(CC(=O)Nc1ccccc1C)C(=O)c1cc(=O)[nH]c2ccccc12,4%,-1%,-4.1%,0.29,-0.18,0.35,-0.94,-16%,-20%,-6%,2%,-1%
CN1/C(=C\C(=O)c2ccccc2Cl)c2ccccc2CC1(C)C,-7%,-4%,-13%,-0.99,-0.2,-0.24,-0.66,20%,19%,-3%,10%,3%
Cc1oc(C2CC2)cc1C(=O)O,-3%,-8%,-1.9%,1,-0.16,0.56,-1.1,2%,7%,5%,3%,8%
Cc1ccc(C2N(c3ccccc3)C(=S)N3CCCN23)cc1 (stereo unspecified),-3%,-11%,-2.6%,0.0071,-0.28,0.31,0.23,-6%,-2%,-3%,-6%,1%
COc1ccc(-n2nc(C(=O)NCC(=O)NCc3ccccc3OC)c3ccccc3c2=O)c(OC)c1,9%,-6%,-5.7%,-0.27,-0.21,-0.089,0.58,5%,7%,2%,-5%,8%
Cc1nn(CCO)c(C)c1Oc1ccccc1O,-2%,-3%,-3.3%,-0.09,-0.36,0.16,0.37,3%,4%,4%,-10%,-8%
CCOC(=O)c1[nH]c2ccccc2c1CCCN1C(=O)c2ccccc2C1=O,2%,1%,-7.5%,-0.092,-0.16,-0.19,0.49,17%,13%,14%,-5%,-7%
CCN(CC)S(=O)(=O)c1ccc(C2CNC(=O)C2)cc1 (stereo unspecified),15%,-1%,1.4%,-0.71,-0.15,-0.1,-0.32,13%,8%,-4%,7%,3%
Cc1ccc(C)n1-c1ccc(C(=O)Nc2ccccc2)cc1,0%,-2%,-4.8%,-1.1,-0.24,-0.85,0.78,-1%,0%,-1%,7%,-2%
CCn1c(SCC(=O)N2CCc3ccccc3C2)nc2c1c(=O)n(C)c(=O)n2C,0%,-4%,2.4%,-0.88,-0.27,-0.066,-0.12,-17%,-9%,5%,9%,-7%
Cc1cc(C)n(C(=O)c2c([N+](=O)[O-])cnn2C)n1,6%,-5%,-6.9%,1.8,-0.12,1.6,-1.9,4%,5%,2%,-4%,-11%
CCOC(=O)c1oc2ccc(CNCCO)c(Cl)c2c1C,2%,-9%,-8.6%,0.18,-0.25,0.51,0.49,-4%,-5%,3%,2%,0%

# Complete entries, quoted from the list. Order of screens: Siah-1 displacement, LYP inhibition, XIAP displacement, Dynein transport, Dynein transport cytoplasmic EGFP, Dynein transport nuclear GR-EGFP, Dynein transport cell count, PMI inhibitors, PMI inhibition, P. falciparum M1AAP, P. falciparum M17LAP, AID2073
# CCCN(CC(=O)Nc1ccccc1C)C(=O)c1cc(=O)[nH]c2ccccc12 across the screens: 4%, -1%, -4.1%, 0.29, -0.18, 0.35, -0.94, -16%, -20%, -6%, 2%, -1%
# Cc1ccc(C2N(c3ccccc3)C(=S)N3CCCN23)cc1 (stereo unspecified) across the screens: -3%, -11%, -2.6%, 0.0071, -0.28, 0.31, 0.23, -6%, -2%, -3%, -6%, 1%
# CCn1c(SCC(=O)N2CCc3ccccc3C2)nc2c1c(=O)n(C)c(=O)n2C across the screens: 0%, -4%, 2.4%, -0.88, -0.27, -0.066, -0.12, -17%, -9%, 5%, 9%, -7%

# Following part:
SMILES,Siah-1 displacement,LYP inhibition,XIAP displacement,Dynein transport,Dynein transport cytoplasmic EGFP,Dynein transport nuclear GR-EGFP,Dynein transport cell count,PMI inhibitors,PMI inhibition,P. falciparum M1AAP,P. falciparum M17LAP,AID2073
Cn1nnc(NC(=O)c2cccc([N+](=O)[O-])c2)n1,4%,-3%,/,0.13,-0.13,0.39,0.093,/,/,11%,14%,5%
COc1ccc(NC(=S)N2CCN(CCN=CC3=C(O)CC(c4ccccc4)CC3=O)CC2)cc1 (stereo unspecified),0%,0%,-5.7%,-0.47,-0.21,-0.56,0.16,0%,5%,0%,3%,-18%
C=CCN(C(=O)CNC(=O)c1ccco1)C(C(=O)NC1CCCCC1)c1ccccc1 (stereo unspecified),-1%,-9%,-5.1%,-0.52,-0.21,-0.011,-0.024,10%,0%,2%,-6%,-1%
CC(=O)Cc1nsc(Nc2ccc(F)cc2)n1,1%,5%,-4.0%,-0.18,-0.21,-0.18,-0.54,-7%,-10%,2%,-2%,3%
CC(=O)n1cc(N(C(=O)CCl)c2ccc(Cl)cc2)c2ccccc21,2%,-3%,/,-3.4,5.7,-0.74,-3.8,/,/,4%,-12%,0%
Nc1cccc(CCc2nc3cc4ccccc4cc3[nH]2)c1,0%,-1%,-6.1%,-0.6,-0.2,-0.18,-0.43,6%,6%,?,8%,-4%
CCc1sc(NC(=O)COC)nc1-c1ccccc1,6%,0%,-0.9%,-0.42,-0.24,-0.81,-1.1,9%,11%,-5%,9%,-26%
CSc1ccc(C2c3[nH]c4ccccc4c3CCN2C(=O)c2cc(C)n(C)n2)cc1 (stereo unspecified),12%,4%,5.0%,-0.89,-0.31,-0.89,0.53,20%,20%,2%,4%,5%
CC(C)Cn1c(SCC(=O)NC(=O)Nc2ccc3c(c2)OCCO3)nc2ccccc2c1=O,-1%,1%,-4.3%,-0.23,-0.19,0.11,0.67,-2%,-1%,-1%,-18%,-4%
COCCn1nnnc1C(c1ccccn1)N1CCN(c2cc(C)ccc2C)CC1 (stereo unspecified),3%,2%,1.3%,-0.71,-0.13,-0.23,0.41,-4%,-30%,-5%,14%,5%
CCOc1ccc(OCC)c(NC(=O)C2CCCN(S(=O)(=O)c3cnc[nH]3)C2)c1 (stereo unspecified),-3%,-2%,-0.7%,-0.52,-0.22,-0.1,0.98,-3%,-3%,4%,5%,-6%
O=C1CCC(=O)N1CCOP1(=O)COc2ccccc2OC1,-3%,-2%,-2.8%,0.58,-0.34,0.066,0.31,-2%,-4%,8%,-13%,15%
Cc1ccc(OCC(=O)Nc2sc3c(c2C#N)CCC3)cc1,-2%,-8%,-0.2%,-0.12,-0.23,0.33,0.76,-3%,-12%,-12%,4%,-1%
O=c1cc(-c2ccccc2Cl)oc2c(NS(=O)(=O)c3ccccc3OC(F)(F)F)ccc(O)c12,0%,3%,/,0.23,-0.72,0.056,-0.091,/,/,3%,14%,7%
Cc1cc(C(=O)NCc2ccco2)no1,-4%,-8%,-1.2%,2.4,-0.38,0.99,-0.41,8%,-1%,7%,-2%,0%
COc1cccc(/C=N/NC(=O)c2ccc(-c3ccccc3)cc2)c1O,-2%,-1%,-16%,-0.6,-0.27,0.043,1.2,-8%,-12%,-4%,-11%,11%
COc1cc(/C=C\C(=O)OCn2nnc3ccccc3c2=O)cc(OC)c1OC,4%,0%,-3.1%,-1.1,-0.21,-0.72,1.2,6%,0%,0%,1%,1%
O=C1CSC(c2ccccc2[N+](=O)[O-])N1c1ccc(O)cc1 (stereo unspecified),-8%,-2%,-3.1%,-0.56,-0.28,-0.16,-0.15,20%,7%,0%,-5%,-19%
COC(=O)c1cccc(NC(=O)CSc2nnc(COc3ccccc3)n2C)c1,-3%,-10%,-8.4%,0.28,-0.28,0.3,1.3,-8%,-9%,-1%,22%,-7%
CC(C)NC(=O)c1ccc2c(c1)N(CC(=O)N1CCOCC1)C(=O)C(C)(C)O2,-1%,-6%,-3.6%,0.52,-0.36,0.075,0.19,-1%,9%,-4%,2%,1%
O=C1c2ccccc2C(O)(c2ccccc2)N1C1CC1 (stereo unspecified),-5%,-4%,/,1.1,-0.28,0.49,0.56,/,/,-8%,-16%,8%
O=C(N1CCN(c2ccccn2)CC1)N1c2ccccc2Sc2ccccc21,-5%,-1%,-1.1%,0.83,-0.064,0.54,-0.36,22%,15%,-3%,-9%,4%
Cc1nc(NC(=O)c2ccccc2)sc1-c1csc(Nc2ccc(Cl)cc2)n1,0%,1%,-2.6%,-0.38,-0.2,-0.28,0.71,53%*,35%,12%,7%,35%
O=C(Nc1nnc(-c2ccc3c(c2)CCCC3)o1)c1ccc(Cl)cc1Cl,6%,1%,-1.7%,1.3,-0.33,0.78,1.2,2%,2%,-11%,9%,4%

# Assay outcomes: PubChem, several laboratories
